ssDAF-12 act = activators of S. stercoralis DAF-12 nuclear receptor | activation, % at 6.8 µM | actives 1% (n = 370,000) | AID 652126 | HEK293 ssDAF-12/GRIP1 lit1-tk-luc reporter, luminescence; % of 3 µM dafachronic acid response;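 active = activation above the mean over all tested compounds plus 3 SD, cut at about 0.9% in these data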;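 note: 0% = DMSO-only wells and 100% = 3 µM delta7-dafachronic acid wells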
hgDAF12 agonist = activates the H. glycines DAF-12 receptor ligand-binding domain | HEK293 GAL4-hgDAF12 UAS-luciferase reporter, agonist luminescence; normalized to butyrate control | activation, % at 6.8 µM | actives 1.8% (n = 370,000) | AID 687014;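 active = activation above a cutoff set at the mean of all screened compounds plus 3 SD, cut at about 10% in these data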;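 note: 0% = DMSO wells and 100% = sodium butyrate wells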
FXN GAA850 act = frataxin GAA850 promoter activation; HEK293 lucGAA850 FXN promoter luciferase reporter, 24 h; percent of 10 µM SAHA response; activation, % at 6 µM; actives 0.56% (n = 360,000);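 active = activation above the average of all compounds screened plus 3 SD, cutoff fixed separately per campaign, cut at about 7.5% in these data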;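 note: 0% = DMSO wells and 100% = 10 µM SAHA wells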
DAX1 inh-1 = inhibits human nuclear receptor DAX1; inhibition, % at 6.75 µM; P51843; actives 0.99% (n = 340,000); HEK293 Gal4-DAX1 luciferase reporter, luminescence; AID 504766;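 active = inhibition above the mean over all tested compounds plus 3 SD, cut at about 4.2% in these data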;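 note: 0% = DAX1-transfected cells with DMSO and 100% = empty-vector control cells with DMSO; inhibition shows as a rise in luminescence from relieved DAX1 repression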
PLC-gamma1 inh = PLC-gamma1 (human) inhibition, primary screen. P19174. AID 720700. purified PLC-gamma1, fluorogenic substrate, fluorescence. inhibition, % at 12.2 µM. actives 0.84% (n = 370,000); in the data active = inhibition above about 9.5%
ADAM17 inh = inhibits human ADAM17; inhibition, % at 6.95 µM; actives 0.83% (n = 370,000); recombinant ADAM17, EDANS/DABCYL FRET peptide cleavage; AID 720648;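 active = inhibition above the mean of compounds lying between control limits plus 3 SD, set per campaign, cut at about 8.5% in these data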;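 note: 0% = DMSO-only wells as the low control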
hcDAF12 agonist = activators of H. contortus DAF-12 nuclear receptor. AID 652067. HEK293 hcDAF-12 lit1-tk-luc reporter, luminescence; 0% DMSO, 100% Δ7-dafachronic acid. actives 1.4% (n = 370,000). activation, % at 6.8 µM;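 active = activation above the mean of all tested compounds plus 3 SD, cut at about 5.5% in these data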;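 note: 100% = response to 3 µM Δ7-dafachronic acid high control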
HGIII-sPLA2 inh = Blocks human group III sPLA2 activity; actives 0.56% (n = 370,000); AID 743126; Q9NZ20; QFRET BODIPY PC-A2 liposome hydrolysis, fluorescence; inhibition, % at 12.2 µM;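 active = inhibition above mean plus 3 SD of compounds lying within the high and low control bounds, cut at about 19% in these data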;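 note: 0% = median of test compound wells and 100% = no enzyme DMSO wells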
Target sequence (Q9NZ20 whole entry, looked up): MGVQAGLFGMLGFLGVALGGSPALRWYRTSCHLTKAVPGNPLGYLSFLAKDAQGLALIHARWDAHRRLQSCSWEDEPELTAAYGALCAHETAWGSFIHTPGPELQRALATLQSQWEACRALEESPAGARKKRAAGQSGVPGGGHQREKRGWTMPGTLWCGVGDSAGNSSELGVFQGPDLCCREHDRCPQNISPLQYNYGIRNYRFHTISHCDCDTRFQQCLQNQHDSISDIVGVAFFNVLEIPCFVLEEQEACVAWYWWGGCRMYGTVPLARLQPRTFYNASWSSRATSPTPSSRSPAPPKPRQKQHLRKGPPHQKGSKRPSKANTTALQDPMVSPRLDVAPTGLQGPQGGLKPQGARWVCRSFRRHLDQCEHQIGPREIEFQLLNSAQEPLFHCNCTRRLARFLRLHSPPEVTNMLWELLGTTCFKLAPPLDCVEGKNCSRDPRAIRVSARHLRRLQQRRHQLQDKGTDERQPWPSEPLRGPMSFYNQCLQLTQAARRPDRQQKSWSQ
ADAM10 inh = inhibitors of human ADAM10; recombinant ADAM10, EDANS/DABCYL FRET peptide cleavage, 3 h; AID 720582; inhibition, % at 7 µM; actives 0.62% (n = 370,000); O14672;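 active = inhibition above a per-campaign cutoff equal to the mean of compounds falling between control-based bounds plus 3 SD, cut at about 20% in these data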;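 note: 0% = DMSO wells while the 100% control is not disclosed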
Target sequence (O14672 214-748 limits assumed): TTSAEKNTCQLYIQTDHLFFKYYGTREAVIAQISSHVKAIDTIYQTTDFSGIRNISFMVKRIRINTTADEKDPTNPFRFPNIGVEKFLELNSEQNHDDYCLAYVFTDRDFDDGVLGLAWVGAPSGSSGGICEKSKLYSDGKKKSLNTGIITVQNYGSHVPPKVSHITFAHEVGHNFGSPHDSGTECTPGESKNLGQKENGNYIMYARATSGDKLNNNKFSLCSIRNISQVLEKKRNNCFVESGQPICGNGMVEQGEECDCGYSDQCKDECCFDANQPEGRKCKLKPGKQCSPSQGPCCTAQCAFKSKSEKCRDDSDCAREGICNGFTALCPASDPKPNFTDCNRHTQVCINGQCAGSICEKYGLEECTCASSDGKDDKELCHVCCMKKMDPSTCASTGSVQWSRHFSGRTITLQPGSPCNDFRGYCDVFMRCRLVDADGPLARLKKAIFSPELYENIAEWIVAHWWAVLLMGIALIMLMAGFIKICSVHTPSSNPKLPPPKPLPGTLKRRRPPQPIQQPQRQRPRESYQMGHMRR
PLC-beta3 inh = PLC-beta3 (human) inhibition, primary screen; Purified PLC-beta3, fluorogenic substrate, fluorescence; actives 0.18% (n = 370,000); Q01970; inhibition, % at 12.2 µM; in the data active = inhibition above about 11%;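 note: 0% = median of compound wells on plate and 100% = full blocker control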
DAX1 inh-2 = inhibitors of DAX1 repression of SF-1 activated StAR promoter. HEK293T StAR-luciferase reporter, SF-1/DAX-1 repression relief. actives 1.1% (n = 370,000). AID 652010. inhibition, % at 6.8 µM;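 active = inhibition above the mean over all tested compounds plus 3 SD, cut at about 3.6% in these data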;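 note: 0% = DAX-1 cells with DMSO and 100% = cells lacking DAX-1 with DMSO; higher inhibition means more luminescence from relief of DAX-1 repression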
An asterisk follows results filed as active; i = inactive; . = no result given.

SMILES	ssDAF-12 act	hgDAF12 agonist	FXN GAA850 act	DAX1 inh-1	PLC-gamma1 inh	ADAM17 inh	hcDAF12 agonist	HGIII-sPLA2 inh	ADAM10 inh	PLC-beta3 inh	DAX1 inh-2
CCOC(=O)c1c(C)c(C(=O)Nc2ccc3c(c2)OCCO3)c(C)n1C	-1.2	-0.6	0.8	-0.1	0	-3	-1.8	0	4	1	0.9
CCOC1=C2[C@@H](CN(S(=O)(=O)c3ccc(C)cc3)[C@H]2c2ccc(CC)cc2)[C@H]2C(=O)N(C)C(=O)[C@H]2C1	-0.7	-1.1	.	.	1	-4	0.0	0	-19	0	-0.1
Cc1ccc(S(=O)(=O)NCCC(=O)OCC(=O)NCCc2ccccc2)cc1C	-1.1	-2.5	1.2	2.7	0	0	-2.4	2	-11	-4	0.3
O=C(O)COc1ccc(/C=N/NC(=O)C(O)(c2ccccc2)c2ccccc2)cc1	-0.9	0.3	-1.0	-0.5	-2	-1	1.2	-3	-7	-3	0.2
O=C(COc1coc(CN2CCc3ccccc3C2)cc1=O)Nc1cccc(F)c1	-0.6	1.9	-1.2	1.2	-3	-3	0.5	3	-5	3	0.8
COc1cc(/C=N/NC(=O)c2sc(N)c(C#N)c2C)ccc1O	-1.4	-1.0	11*	-1.1	-44	-7	0.5	-1	-5	-45	0.6
CC(=O)c1ccc(S(=O)(=O)NCC2(N3CCOCC3)CCCCC2)cc1	-1.2	2.2	0.2	0.1	1	0	-0.7	9	-16	-9	1.6
Nc1nc(-c2ccccc2)cc(-c2ccccc2O)n1	-1.1	8.8	9.3*	-0.6	-13	4	3.2	-9	13	-12	0.3
COc1ccc(CC2(C)OC(c3ccc([N+](=O)[O-])cc3)=NN2C(C)=O)cc1 (centres undefined)	-1.4	0.1	-0.3	1.4	-2	0	0.1	3	9	-9	0.7
COc1ccc(C)cc1NC(=O)NCc1ccccn1	-1.7	3.9	1.6	-0.1	1	-2	-0.8	1	4	-3	-0.2
O=C(CCc1nnc(Cc2c[nH]c3ccccc23)o1)NCC1CC12CCCCC2 (centres undefined)	-1.3	0.1	0.0	1.5	0	1	1.6	-56	-2	0	1.1
CC1OC2(C)OC(=N)C1(C#N)C(C#N)(C#N)C2c1ccccc1 (centres undefined)	-1.1	1.0	0.2	-0.7	i	i	1.5	-1	i	i	0.7
COc1cc(C)nc(NC(=O)COc2ccc(Cl)cc2C)n1	-1.2	2.3	3.4	-0.5	7	1	-1.6	12	2	2	0.5
Nc1c(-c2ccccc2Cl)cnn1-c1cccc([N+](=O)[O-])c1	-1.2	2.6	3.6	-0.2	7	2	0.3	3	1	2	-0.2
CSc1ccccc1C(=O)OCC(=O)NC1CCS(=O)(=O)C1 (centres undefined)	-0.6	4.7	1.4	0.2	1	1	-0.4	-1	6	4	-0.1
CCOC(=O)c1nc(Nc2ccc(C)cc2)c2ccccc2n1	-1.6	0.8	-0.7	-1.7	-33	4	-3.6	-11	7	-52	-1.3
COc1ccc2c3c([nH]c2c1)C1CC2C(CC(O)C(OC)C2CO)CN1CC3 (centres undefined)	-0.6	2.1	0.0	0.1	-151	-50	0.2	3	-196	-186	-0.3
CSc1ccc(CN2CCC2(C)C(=O)NCc2ccc3c(c2)OCO3)cc1 (centres undefined)	-1.6	-1.8	-0.8	.	-4	-5	-1.5	5	-2	-2	-1.1
CC(C)=CC(=O)OCC(=O)NC(=O)NC(C)(C)C	-0.2	-2.4	0.9	-0.3	8	3	-0.3	5	9	0	-0.3
CCN(C(=O)CSc1nnc(-c2ccc(F)cc2)c2ccccc12)C1CCS(=O)(=O)C1 (centres undefined)	-1.4	-1.8	0.5	-2.2	1	2	-1.0	3	-2	-4	0.5
O=S1(=O)c2c(cccc2N2CC[C@@H](O)C2)OCCCN1C1CC1	-0.6	1.6	.	.	-1	-6	-0.6	2	-14	0	-0.9
COc1ccccc1C1SCCN1S(C)(=O)=O (centres undefined)	-1.2	0.9	-1.2	0.1	2	-3	0.1	3	4	2	0.8
CCOc1ccc(N2C(=O)CC(Sc3nc4ccc(OCC)cc4s3)C2=O)cc1 (centres undefined)	-0.9	2.5	-0.6	0.9	0	-1	-1.4	-2	-6	2	0.4
CCOC(=O)C1=C(COC(=O)c2ccccc2OC)NC(=O)NC1C (centres undefined)	-1.3	-0.6	1.3	-2.3	-1	3	-1.9	-1	8	-3	-0.5
Cc1cc(Br)cn2c(Cc3ccccc3C(F)(F)F)c(-c3ccccc3)nc12	-1.6	1.2	.	.	-4	-3	2.0	-5	-8	-3	-0.6
O=C(Nc1ccccc1O)/C(=C\c1ccccc1)NC(=O)c1ccccc1	-1.8	4.5	0.0	-0.6	2	5	-2.0	-9	12	-1	-0.4
COCCC(=O)Nc1ccc2c(c1)CN(C(=O)CCOC)CC2	-0.6	0.1	0.5	0.5	-4	-2	-1.1	1	-3	0	-0.3
Cc1cccc(C)c1NC(=O)CSc1nnc(NC(=O)C2CC2)s1	-1.0	0.3	1.6	-1.1	4	-6	-0.2	10	4	-6	-0.1
CCOC(=O)c1ccc(NC(=O)CCNC(=O)c2ccc([N+](=O)[O-])cc2)cc1	-1.1	2.5	-3.2	-0.9	-1	-5	2.4	7	-5	-1	-0.1
CC(=O)Oc1ccc2nc(-c3ccc(Br)o3)oc(=O)c2c1	-0.7	0.0	-0.8	1.3	-2	1	1.6	-6	3	-5	-0.1

Copied from the list.
CCOC(=O)C1=C(COC(=O)c2ccccc2OC)NC(=O)NC1C (centres undefined) in ADAM10 inh has 8
O=C(Nc1ccccc1O)/C(=C\c1ccccc1)NC(=O)c1ccccc1 in DAX1 inh-2 has -0.4
Cc1cc(Br)cn2c(Cc3ccccc3C(F)(F)F)c(-c3ccccc3)nc12 in ssDAF-12 act has -1.6
O=S1(=O)c2c(cccc2N2CC[C@@H](O)C2)OCCCN1C1CC1 in hgDAF12 agonist has 1.6
CC(=O)Oc1ccc2nc(-c3ccc(Br)o3)oc(=O)c2c1 in PLC-gamma1 inh has -2
CCOc1ccc(N2C(=O)CC(Sc3nc4ccc(OCC)cc4s3)C2=O)cc1 (centres undefined) in hgDAF12 agonist has 2.5
COc1ccccc1C1SCCN1S(C)(=O)=O (centres undefined) in hgDAF12 agonist has 0.9

The list goes on.
SMILES	ssDAF-12 act	hgDAF12 agonist	FXN GAA850 act	DAX1 inh-1	PLC-gamma1 inh	ADAM17 inh	hcDAF12 agonist	HGIII-sPLA2 inh	ADAM10 inh	PLC-beta3 inh	DAX1 inh-2
CN(C)CCNc1ncnc2c1ncn2[C@H]1CN(Cc2ccc(F)cc2)C[C@@H](CO)O1	-1.0	-0.2	-0.7	.	1	-4	-0.1	3	-7	-1	0.5
CCOC(=O)c1sc(N)c(C(=O)OCC)c1C	-0.8	6.0	4.0	.	0	2	-0.7	-4	1	-6	1.1
COc1cc2ccc(=O)oc2c(CC=C(C)C)c1OC	-1.8	0.2	1.3	1.9	-75	-78	-0.2	4	-276	-94	0.6
CC(C)OCCCNC(=O)CN1C(=O)c2cccc3cccc1c23	-0.5	-1.1	1.5	0.0	-309	-21	-0.2	16	-69	-400	0.2
O=C1Nc2ccccc2-n2nnnc2C1N1CCN(C(=O)C2CCCO2)CC1 (centres undefined)	-0.8	-3.0	.	.	0	-3	0.1	0	-22	2	0.3
COc1ccc(C(=O)/C=C2\NCC3c4ccccc4CCN3C2=O)cc1 (centres undefined)	-0.4	4.1	-0.1	0.1	-8	-9	3.3	2	-11	-5	1.0
CC(C)CC(=O)Nc1ccc(C(=O)NNC(=S)NC(=O)C2CCCCC2)cc1	-1.1	-3.2	-1.5	-1.8	-1	2	-0.8	10	4	3	-0.5
CC(O)(c1cccc(F)c1)c1nc(-c2cccc(F)c2)cs1 (centres undefined)	-1.6	1.2	-0.1	.	11*	5	-2.3	-5	2	-3	-1.2
Cc1ccc(CN2CCNC(=O)C2CC(=O)NC2CCCCCC2)o1 (centres undefined)	-1.3	5.7	-0.4	0.3	-1	-2	-0.5	-5	-9	-4	0.1
O=C(Nc1nc(-c2ccccc2)cs1)NC1CCCCC1	-1.7	4.3	3.5	0.0	2	7	-0.6	-10	9	2	0.8
O=C(CCC1CCCN(C(=O)COc2ccccc2)C1)N1CCN(c2ccccn2)CC1 (centres undefined)	-1.5	-1.5	1.1	-2.2	-2	-4	-0.4	-6	-18	-1	-0.9
Cc1ccc(S(=O)(=O)NC2(C(=O)O)CCCC2)cc1	-1.3	-2.9	-1.6	1.0	-4	2	0.7	-5	-6	2	-0.9
Cc1cc(C)n2nc(C(=O)OCC(=O)N3CCC3)nc2n1	-1.0	3.4	-0.2	4.1	0	-6	-0.6	10	-10	-6	-0.8
CCOc1ccc2ccccc2c1C(=O)N1CCOCC1	-0.8	2.0	-1.7	3.0	6	-5	-0.7	9	-9	-6	0.3
CN(C)c1ccc(NC(=S)NCC2CCCO2)cc1 (centres undefined)	-1.6	7.4	0.6	1.7	-1	-3	-0.3	3	-4	-1	1.8
COc1ccc(CCNC(=O)CSc2nncs2)cc1	-0.3	2.8	4.4	0.2	0	0	0.4	-1	-2	2	0.2
COc1cc(/C=N/NC(=O)c2sc3ccccc3c2Cl)ccc1OC(=O)c1ccc([N+](=O)[O-])cc1	-1.6	6.0	0.0	0.7	4	-4	-0.1	-2	6	-6	0.0
COc1cc(CC(=O)N2CCc3ccccc32)cc(OC)c1OC	-1.2	-3.4	-1.1	-0.9	3	-6	-0.2	1	-1	0	-1.0
COC(=O)c1c(Cc2ccccc2Cl)c[nH]c1C	-1.2	-2.3	0.1	-1.4	1	3	-0.8	0	10	3	-0.5
Cc1ccc(-n2c(SCC(=O)Nc3ccccc3-c3ccccc3)nnc2-c2ccccc2)cc1	-1.4	0.1	.	.	-1	4	-3.1	-7	15	3	-1.6
C/C(CC(=O)NC1C2CC3CC(C2)CC1C3)=N\NC(=O)Cc1cccs1 (centres undefined)	-1.2	1.9	1.4	-1.7	-4	-5	0.5	-4	-11	-6	0.2
O=C(NNC(=O)C1CC(c2cccnc2)=NO1)Nc1cccc(F)c1 (centres undefined)	-0.8	-0.9	-0.6	0.5	6	2	-0.3	6	9	5	1.2
CC(=O)NC(=Cc1ccccc1)C(=O)N1CCCC1C(=O)O (centres undefined)	-0.1	0.5	0.1	0.1	-3	-3	-0.1	2	-6	2	0.5

Arranged by value in ADAM10 inh (largest number first): 3 from the list above.
SMILES	ssDAF-12 act	DAX1 inh-1	PLC-gamma1 inh	ADAM17 inh	hcDAF12 agonist	HGIII-sPLA2 inh	ADAM10 inh	PLC-beta3 inh	DAX1 inh-2
COC(=O)c1c(Cc2ccccc2Cl)c[nH]c1C	-1.2	-1.4	1	3	-0.8	0	10	3	-0.5
O=C(NNC(=O)C1CC(c2cccnc2)=NO1)Nc1cccc(F)c1 (centres undefined)	-0.8	0.5	6	2	-0.3	6	9	5	1.2
Cc1ccc(S(=O)(=O)NC2(C(=O)O)CCCC2)cc1	-1.3	1.0	-4	2	0.7	-5	-6	2	-0.9

Screens from PubChem BioAssay.

The order is random; about 6.9% have a hit in one of these screens.
